AmpC inh det: blocks E. coli AmpC beta-lactamase in presence of detergent | P00811 | purified AmpC, nitrocefin hydrolysis with detergent | Potency, µM (series often up to 28.7 µM), without a hit: top-dose activity change, negative = inhibition | 71,000 tested, 0.09% active | AID 584; active = well fitted curve in the direction sought with a large enough effect
Target sequence (P00811 whole entry, looked up): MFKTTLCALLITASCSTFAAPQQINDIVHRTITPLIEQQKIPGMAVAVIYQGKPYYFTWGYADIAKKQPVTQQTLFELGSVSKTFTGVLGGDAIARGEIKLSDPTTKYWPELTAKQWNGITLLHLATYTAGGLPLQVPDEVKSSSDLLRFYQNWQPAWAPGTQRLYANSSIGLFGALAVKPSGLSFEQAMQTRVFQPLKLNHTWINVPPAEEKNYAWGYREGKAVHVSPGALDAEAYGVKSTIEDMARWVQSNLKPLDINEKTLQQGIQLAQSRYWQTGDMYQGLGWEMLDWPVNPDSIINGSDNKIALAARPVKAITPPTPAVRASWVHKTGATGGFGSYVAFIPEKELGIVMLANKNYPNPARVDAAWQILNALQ
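E. coli AmpC (5.3 nM) in 20 mM phosphate pH 7.0 with 0.01% Triton X-100, preincubated 15 min RT with compound; nitrocefin (2 uL of 800 uM stock) hydrolysis followed by 480 nm absorbance every 20 s over 4 min.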
* hit, by the source's call; & = joins results of further samples; [ ] = dose if it differs, or a comment. % is set by controls: 0 for no effect and ±100 for the full control effect; potency is the fitted concentration of half-maximal effect. Not all compounds are listed; rates above refer to the full screens.

| SMILES | AmpC inh det |
| --- | --- |
| O=C1CC(c2nc3ccccc3[nH]2)CN1c1ccccc1F (configuration not stated) | 10% |
| Cc1ccc2cc3cc(C(=O)NCCN4CCOCC4)oc3nc2c1 | 0% |
| O=C(O)Cc1cccnc1 | -4%[5.75 µM] |
| CC12C(=O)N(n3cnnc3)C(=O)C1C1C=CC2C1 (configuration not stated) | -3% |
| Clc1nc(Cl)nc(Nc2ccccc2Cl)n1 | 13% |
| CCOC(=O)C1CCCN(C(=O)CCn2nc(-c3ccccc3)ccc2=O)C1 (configuration not stated) | -2% |
| O=C(c1ccco1)N1C2C=CC(C2)C1(C(F)(F)F)C(F)(F)F (configuration not stated) | -2% |
| CCCn1c(SCCN2C(=O)c3ccccc3C2=O)n[nH]c1=O | 18% |
| O=C(O)CC(O)(CC(=O)O)C(=O)O | 8% |
| CCc1ccc(NC(=O)C2CCCCC2C(=O)O)cc1 (configuration not stated) | -2% |
| CN1CC[n+]2c(CN3C(=O)c4ccccc4C3=O)csc21 | -6% |
| Cc1ccccc1NC(=O)CN(c1ccc(F)cc1)S(C)(=O)=O | -6% |
| CCN(CC)CCC[C@H](C)Nc1ccnc2cc(Cl)ccc12 | -2%[12.8 µM] |
| c1ccc(-c2oc3ncnc(NCCCN4CCOCC4)c3c2-c2ccccc2)cc1 | -2% |
| O=C(c1cccc(C(=O)N2CCN(Cc3ccccc3)CC2)c1)N1CCN(Cc2ccccc2)CC1 | 8% |
| O=C(Nc1c2c(nn1-c1ccc(F)cc1)CS(=O)C2)C12CC3CC(CC(C3)C1)C2 (configuration not stated) | -2% |
| Cc1ccc(C(=O)Nc2ccccc2C(=O)NC2CCCCC2)cc1S(=O)(=O)N1CCOCC1 | -2% |
| CCN(CC)c1ccc(NC(=O)CSc2nnc(N)s2)cc1C | 12% |
| O=C(c1csnn1)N1CCC2(CC1)CN(c1ncccn1)C2 | -1% |
| CCOc1ccc(Cn2nnc(C(=O)Nc3cc(OC)cc(OC)c3)c2N)cc1 | 11% |
| O=C(CCc1nc(-c2ccccc2F)no1)NC1CCCCC1 | 0% |
| Cn1c(=O)c2c(nc(SCCN3CCOCC3)n2Cc2ccc(F)cc2)n(C)c1=O | 6% |
| COc1ccc(CNC(=O)CN(C(=O)CCC(=O)Nc2ccccn2)c2ccccc2OC)cc1 | -11% |
| COc1cccc(-c2nc(-c3ccccn3)no2)c1OC | -6% |
| O=C(SCc1cccc2ccccc12)c1ccc(Cl)cc1 | 2%[5.75 µM] |
| CC(Oc1ccc(Cl)cc1Cl)c1nc(-c2ccccn2)no1 (configuration not stated) | -2% |
| Cc1nc(N)c(C#N)c(-c2cccnc2)c1C | -4% |
| Cn1nc(-c2ccc(C(=O)Nc3cccnc3)cc2)c2ccccc2c1=O | -6% |
| Cn1c(=O)c2c(nc(Br)n2C)n(C)c1=O | 12% |
| CCn1c(SCC(=O)NCCOC)nc2sc3c(c2c1=O)CCCC3 | 2% |

The closing 6 records of the section above come first, to join the parts:
| SMILES | AmpC inh det |
| --- | --- |
| O=C(SCc1cccc2ccccc12)c1ccc(Cl)cc1 | 2%[5.75 µM] |
| CC(Oc1ccc(Cl)cc1Cl)c1nc(-c2ccccn2)no1 (configuration not stated) | -2% |
| Cc1nc(N)c(C#N)c(-c2cccnc2)c1C | -4% |
| Cn1nc(-c2ccc(C(=O)Nc3cccnc3)cc2)c2ccccc2c1=O | -6% |
| Cn1c(=O)c2c(nc(Br)n2C)n(C)c1=O | 12% |
| CCn1c(SCC(=O)NCCOC)nc2sc3c(c2c1=O)CCCC3 | 2% |
| CC(=NCC1CCCO1)c1c(O)n(-c2ccc(Cl)cc2)c(=O)[nH]c1=O (configuration not stated) | 1% |
| Cn1cnnc1SCc1ccc(C#N)cc1 | -2% |
| Cc1cc(C(=O)Nc2nc3c(s2)CCCC3)no1 | 12% |
| CCOC(=O)NCc1ccc(Cl)c(Cl)c1 | -3% |
| Cc1ccc(C(C)C)c(OCCNS(C)(=O)=O)c1 | -1% |
| Cc1ccc(NC(=O)C2CCCN2S(=O)(=O)c2ccc(F)cc2)c(C)c1 (configuration not stated) | -3% |
| CCCCN(C(=O)NC(=O)Nc1ccccc1OCC)S(C)(=O)=O | -4% |
| CC(=O)c1ccc(OC(=O)c2ccc(Br)o2)cc1 | 21% |
| CCC(Oc1ccccc1)C(=O)Nc1nc2ccccc2[nH]1 (configuration not stated) | -4% |
| Nc1ccc([N+](=O)[O-])cc1[N+](=O)[O-] | 10% |
| COc1ccc(C(c2nnnn2C2CCCCC2)N2CCN(c3ccccc3)CC2)cc1 (configuration not stated) | 5% |
| COc1ccc(NC(=O)CSc2nnc(CNC(=O)c3ccco3)o2)c(OC)c1 | -3% |
| Cc1cc(NC(=O)CSc2nc3c(c(=O)n2CCc2ccccc2)SC(C)C3)no1 (configuration not stated) | 10% |
| O=C(Nc1cccc2c1CCCC2)C1CCN(C(=O)NC2CCCCC2)CC1 | 2% |
| CCOC(=O)c1c(C)c(C(=O)NCC2CCCO2)c(C)n1CC (configuration not stated) | -1% |
| CN1CCN(S(=O)(=O)c2ccc(Br)s2)CC1 | -1% |
| CN(C)/C=C1/C(=O)Nc2ccccc21 | 2% |
| O=C(Cn1c(=O)oc2ccccc21)c1ccccc1 | -6% |
| CC1(C)Cc2cccc(OCC(O)CN3CCN(c4ccccn4)CC3)c2O1 (configuration not stated) | -3% |
| CC(C)(C)OC(=O)N[C@H](Cc1ccccc1)C(=O)N1CCC(C(=O)O)CC1 | -8% |
| CCN(C(=O)CSc1ccc2c(c1)OCCO2)C1CCS(=O)(=O)C1 (configuration not stated) | 1% |
| CCCn1cc(SCC(=O)NCc2ccco2)c2ccccc21 | 1% |
| CC(C)NC[C@@H](O)COc1ccc(COCCOC(C)C)cc1 | -1% |
| CCC(=O)Nc1nonc1-c1nc2ccccc2n1CC(C)C | -2% |
| CN(C)CCNC(=O)c1coc(=O)c(Br)c1 | 21% |
| [O-][Br+2]([O-])O | 12%&14% |
| C=CCn1c(NCCc2ccccc2)nc2c1c(=O)n(C)c(=O)n2C | 13% |
| O=C(Cc1cccs1)Nn1c(Cc2cccs2)nc2ccccc2c1=O | 13% |
| Cc1nc2[nH]c(=O)c3c(n2n1)NC1=C(C(=O)CC(C)(C)C1)C3c1ccc(F)cc1 (configuration not stated) | -1% |
| c1ccc(CC2CCN(Cc3nc(-c4ccccc4)no3)CC2)cc1 | -8% |
| COc1ccc(CN2CCN(C)CC2)cc1OCc1ccccc1 | -4% |
| O=C(C1CCN(S(=O)(=O)c2cccc3cccnc23)CC1)N1CCN(C2CCCC2)CC1 | 4% |
| O=C(COC(=O)c1ccc(Br)o1)NCCCc1ccccc1 | 13% |
| Cc1ccc(C)c2[nH]c(=O)c(C(c3nnnn3Cc3ccco3)N3CCc4ccccc4C3)cc12 (configuration not stated) | 23% |
| O=C(Nc1cccc(OC(F)(F)F)c1)c1ccc(Br)o1 | 4% |
| Cn1c(=O)oc2cc(S(=O)(=O)N3CCC(C(=O)NCc4cccs4)CC3)ccc21 | 11% |
| c1ccc(N2CCN(c3ncnc4c3oc3ccccc34)CC2)cc1 | 0% |
| Nc1nnnn1/N=C/c1ccccc1OCc1ccc(Cl)cc1Cl | -4% |
| Cc1nnc(SCC(=O)N2CCC(C(=O)Nc3nccs3)CC2)n1Cc1ccccc1 | -2% |
| CN(C)c1ccc(C2C=C(c3ccc(Cl)cc3OC(F)F)Nc3ncnn32)cc1 (configuration not stated) | -5% |
| COc1ccc(-c2cc(C(=O)Nc3ccc(C)cc3)no2)cc1 | 1% |
| CCC(C)Nc1nc(OCC(F)(F)F)nc(OCC(F)(F)F)n1 (configuration not stated) | -1% |
| Cc1ccc2c(c1)cc(CN(Cc1ccco1)C(=O)COc1ccccc1)c1nnnn12 | 22% |
| Brc1ccc(-c2cnc(-c3cccs3)o2)cc1 | -2% |
| COC(=O)c1c(NC(=O)CN2CCC(C(N)=O)CC2)c2c(C)cccc2n1C | -2% |
| O=C(CC1Nc2ccccc2NC1=O)NCC1COc2ccccc2O1 (configuration not stated) | -1% |
| Cc1cc(N=Nc2ccccc2C)ccc1N | 5% |
| C[C@@](N)(/C=C\c1ccccc1)C(=O)O | -5%[5.75 µM] |
| Cc1cc(C)c(O)c(-c2cc(C(=O)Nc3ccc(S(=O)(=O)N4CCOCC4)cc3)[nH]n2)c1 | 0% |
| Cc1ccc(C)c(N)c1 | 10% |
| CC(=O)NC(C)(C)C1CC=C(C)/C(=N\O)C1 (configuration not stated) | 8% |
| O=C(c1ccco1)N1CCC2(CC1)CN(C(c1ccccc1)c1ccccc1)C2 | 2% |
| CC(=O)Nc1ccc(S(=O)(=O)NCc2csc(-c3cccnc3)n2)cc1 | -3% |
| CC(N)=NCc1cccc(CN)c1 | 1%&-3% |
| CC(C)(C)NC(=O)[C@@H]1CC[C@@H]2[C@@H]3CC[C@@H]4NC(=O)C=C[C@@]4(C)[C@H]3CC[C@]21C | -2%[12.8 µM] |
| Cc1ccccc1-c1nccc(NCCN2CCOCC2)n1 | 11% |
| COc1ccc(Cc2nnc(SCc3nc4ccccc4c(=O)[nH]3)n2C)cc1 | -4% |
| Nc1ncnc2nc(SCC(=O)N3CCN(c4ccccc4)CC3)[nH]c12 | -2% |
| CC1(C)Cc2c(C#N)c(N)sc(=S)c2CS1 | 0% |
| CCN1CCN(Cc2nc3c(c(=O)n(C)c(=O)n3C)n2CCCc2ccccc2)CC1 | 0% |

Continuation:
| SMILES | AmpC inh det |
| --- | --- |
| CC(C)c1cc(C(=O)NC2CCCCC2)no1 | -2% |
| CC(C)(C)c1cc(C(=S)N2CCN(CCO)CC2)cc(C(C)(C)C)c1O | -6% |
| COc1ccc(-c2cc(C(F)(F)F)n3nc(C(=O)O)nc3n2)cc1 | -6% |
| CCOC(=O)c1c(-c2ccc(C)s2)csc1NC(=O)c1ccco1 | -1% |
| Cc1onc(-c2ccccc2)c1C(=O)Nc1cccc2nsnc12 | -1% |
| Cc1ccnc(NC(=O)CCC(=O)N(CC(=O)NC2CCCCC2)Cc2ccc3c(c2)OCO3)c1 | 16% |
| O=C(CCCN1C(=O)CCC1=O)Nc1ccc2c(c1)OCO2 | 22% |
| CC1Cc2ccccc2N1C(=O)Cn1nc(C(=O)O)c2ccccc2c1=O (configuration not stated) | -4% |
| CC(C)NCC(O)Cn1c2c(c3ccccc31)CCc1c-2cnn1-c1ccccc1 (configuration not stated) | 0% |
| COc1ccc(C(=O)NCc2ccccc2OC)c(OC)c1 | -1% |
| COc1ccccc1-n1cnnc1SCC(=O)c1cc(C)n(Cc2cccs2)c1C | 2% |
| Cc1cc(NC(=O)c2cc(-c3ccco3)on2)nn1Cc1ccc(Cl)cc1 | -3% |
| Cn1c(C(=O)O)c(CC(=O)N2CCN(Cc3ccccc3)CC2)c2ccccc21 | -1% |
| COC(=O)CSC1=C(C#N)C(c2ccccc2)CC(=O)N1 (configuration not stated) | -2% |
| O=C1NC(c2ccc3c(c2)OCO3)Nc2ccccc21 (configuration not stated) | 0% |
| CCN(Cc1cc2cc(C)ccc2[nH]c1=O)S(=O)(=O)c1ccccc1 | -4% |
| N[C@@H](Cc1c[nH]c2cc([N+](=O)[O-])ccc12)C(=O)O | -1%[5.75 µM] |
| N#Cc1c(/N=C/c2cccs2)sc2c1CCC2 | -1% |
| C=CCNS(=O)(=O)c1ccc(OCC(=O)OCC)cc1 | -2% |
| CCOC(=O)c1c(C)n(CCO)c2ccc(O)cc12 | -3% |
| CCn1c(SCC(=O)NCC2CCCO2)nc2c(c1=O)SC(C)C2 (configuration not stated) | 6% |
| CC1(C(=O)NC2CCCCCC2)CCC(=O)N1Cc1ccc2c(c1)OCO2 (configuration not stated) | 3% |
| Cc1ccc(-n2nnnc2SCC(=O)c2c(N)n(CC(C)C)c(=O)n(C)c2=O)cc1 | 0% |
| Cc1noc(C)c1C(=O)Nc1nc(C23CC4CC(CC(C4)C2)C3)cs1 | -3% |
| CC(C)Oc1ccc(N2CC(C(=O)Nc3ccc4c(c3)OCO4)CC2=O)cc1 (configuration not stated) | 6% |
| O=C(CSCc1nc2ccccc2[nH]1)N1CCN(c2cccc(Cl)c2)CC1 | -3% |
| Oc1ccccc1CNc1nc2ccccc2n1CCN1CCCCC1 | 5% |
| CCC(=O)Nc1cc(C)c(NC(=O)CCc2ccccc2)cn1 | 8% |
| Cc1cc(NC(=O)CS(=O)(=O)c2cn(Cc3cccc(F)c3)c3ccccc23)no1 | -2% |
| CCC(SCC(=O)OC)C(=O)Nc1nnc(C(C)C)s1 (configuration not stated) | 9% |

Gathered by group, the entries above containing a CF3 group (four)
| SMILES | AmpC inh det |
| --- | --- |
| O=C(c1ccco1)N1C2C=CC(C2)C1(C(F)(F)F)C(F)(F)F (configuration not stated) | -2% |
| O=C(Nc1cccc(OC(F)(F)F)c1)c1ccc(Br)o1 | 4% |
| CCC(C)Nc1nc(OCC(F)(F)F)nc(OCC(F)(F)F)n1 (configuration not stated) | -1% |
| COc1ccc(-c2cc(C(F)(F)F)n3nc(C(=O)O)nc3n2)cc1 | -6% |

Some of these compounds in order of SMILES length, ascending.
| SMILES | AmpC inh det |
| --- | --- |
| O=C(O)CC(O)(CC(=O)O)C(=O)O | 8% |
| Oc1ccccc1CNc1nc2ccccc2n1CCN1CCCCC1 | 5% |
| CCn1c(SCC(=O)NCC2CCCO2)nc2c(c1=O)SC(C)C2 (configuration not stated) | 6% |

Additional results:
| SMILES | AmpC inh det |
| --- | --- |
| Cn1c(CCN2CCCCC2)nc2cc(NC(=O)NC3CCCCC3)ccc21 | -1% |
| CCN(C(=O)CN1CCCc2ccccc21)c1c(N)n(Cc2ccccc2)c(=O)[nH]c1=O | 0% |
| COc1ccc(OC)c(S(=O)(=O)Nc2ccc(OCC(=O)O)cc2)c1 | 13% |
| O=C1CCCc2c1[nH]c1c(Br)cccc21 | 7% |
| N=c1c(C(=O)NCc2ccccc2)cc2c(=O)n3ccccc3nc2n1CCCN1CCOCC1 | -3% |
| C=CCn1cc(Cl)c(=O)n(CC=C)c1=O | 10% |
| Cc1ccc(S(=O)(=O)N2CCN(S(=O)(=O)N(C)C)CC2)cc1 | -2% |
